# ERp5 block = ERp5 (human) disulfide isomerase inhibition; Q15084; ERp5 insulin aggregation, absorbance 650 nm, 90 min; inhibition, % at 9.99 µM; hit rate 0.05% among 350,000; AID 651711;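 active = mean replicate inhibition above about 25%, with every replicate also reaching it, limit read from the data, passing the limit was not always enough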
# RAD54 branch = inhibitors of human RAD54 branch migration; Q92698; RAD54 Holliday junction branch migration, FAM/BHQ fluorescence; inhibition, % at 10.4 µM; hit rate 0.14% among 360,000; AID 602329;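 active = mean normalized replicate activity at least 40 and at least half of replicates scoring 40 or more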;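 note: 0% = median of neutral control wells and 100% = median of positive control wells; inhibitors cause a drop in the FAM fluorescence signal; in these data hits start at about 50%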
# CASP6 VEID inh = blocks human caspase-6 cleavage activity | inhibition, % at 12.5 µM | hit rate 0.53% among 350,000 | purified caspase-6, Z-VEID-R110 cleavage fluorescence | P55212 | AID 686996;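 active = mean inhibition across replicates at least about 35%, with every replicate also reaching that limit, limit read from the data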;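 note: 0% = median of neutral control wells and 100% = no fluorescence left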
# Target sequence (P55212 24-179 limits assumed): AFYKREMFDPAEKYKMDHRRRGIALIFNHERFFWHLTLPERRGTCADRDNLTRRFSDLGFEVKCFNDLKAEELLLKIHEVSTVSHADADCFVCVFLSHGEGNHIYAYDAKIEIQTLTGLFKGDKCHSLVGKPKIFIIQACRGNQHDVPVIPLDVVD
# Target sequence (P55212 194-293 limits assumed): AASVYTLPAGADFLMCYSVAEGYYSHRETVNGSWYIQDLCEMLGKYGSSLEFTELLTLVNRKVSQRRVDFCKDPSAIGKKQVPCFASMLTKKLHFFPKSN
# PglD DTNB = PglD (C. jejuni) enzyme inhibition. purified PglD enzyme, DTNB colorimetric CoA detection. inhibition, % at 12.5 µM. hit rate 0.098% among 360,000. AID 602405; in the data active = inhibition above about 16%, passing the limit was not always enough; note: strong numbers were not always called active
# ARNT-TACC3 inh = disruptors of human ARNT/TACC3 interaction | hit rate 0.66% among 390,000 | Q9Y6A5 | AID 623870 | AlphaScreen His-ARNT PAS-B/GST-TACC3 binding, luminescence; TACC3 fragment carries E629A point mutation | inhibition, % at 9.99 µM;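 active = mean inhibition of replicates at least 50% and at least half of replicates each reaching 50%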;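 note: 0% = complete ARNT plus TACC3 wells and 100% = ARNT alone without TACC3; many hits fall short of the cut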
# esBAF inh = inhibitors of esBAF chromatin remodeling in mouse ES cells; Bmi1-luciferase knock-in reporter, 24 h; 100% = twice the neutral-well signal; reporter increase, % at 12.5 µM; hit rate 2% among 350,000; AID 602393; in the data active = activation above about 40%;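 note: 0% = median of the plate's neutral control wells and 100% = double that signal; a rise in the Bmi1 reporter signal indicates esBAF inhibition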
# E-selectin induc = induces E-selectin expression in human endothelial cells; activation, % at 7.58 µM; HUVEC E-selectin immunofluorescence imaging; normalized: neutral wells 0, TNF-alpha wells 100; P16581; hit rate 0.37% among 260,000; AID 686992;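 active = mean E-selectin-positive cell signal at least 10% of the positive control, reached in at least 60% of replicates, without over 20% cell loss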;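 note: in these data hits start at about 27%; measured in HUVEC primary endothelial cells; signal is the percent of cells scored E-selectin positive by PE staining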
# Target sequence (P16581 whole entry, looked up): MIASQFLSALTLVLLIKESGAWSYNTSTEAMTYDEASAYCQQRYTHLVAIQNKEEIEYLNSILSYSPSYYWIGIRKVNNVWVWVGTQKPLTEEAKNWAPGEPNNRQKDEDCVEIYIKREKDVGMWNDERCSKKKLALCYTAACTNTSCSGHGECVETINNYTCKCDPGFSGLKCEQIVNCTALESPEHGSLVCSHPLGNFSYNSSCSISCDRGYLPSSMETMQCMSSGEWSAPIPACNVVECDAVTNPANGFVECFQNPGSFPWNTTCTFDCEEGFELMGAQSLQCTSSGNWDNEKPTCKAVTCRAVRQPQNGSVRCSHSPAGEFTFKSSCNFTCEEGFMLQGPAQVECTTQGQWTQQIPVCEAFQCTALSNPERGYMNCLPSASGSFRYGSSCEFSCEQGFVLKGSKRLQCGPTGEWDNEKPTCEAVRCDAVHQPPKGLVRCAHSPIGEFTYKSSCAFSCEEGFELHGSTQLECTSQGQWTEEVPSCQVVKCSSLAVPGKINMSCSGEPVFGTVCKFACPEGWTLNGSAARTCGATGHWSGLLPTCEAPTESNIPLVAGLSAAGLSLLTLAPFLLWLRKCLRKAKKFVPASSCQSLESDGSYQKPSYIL
#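 Assay system: HUVEC, human umbilical vein endothelial cells / Amount: 3,000 HUVEC/well / Controls: TNF-alpha positive control, DMSO neutral control / Compound dosing: single concentration / Medium: EGM-2 over gelatin coat / Evaluation: percent E-selectin-positive cells / Signal: immunofluorescence imaging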
# RAD52 anneal inh = RAD52 (human) annealing inhibition. P43351. recombinant RAD52 DNA annealing, FRET fluorescence. inhibition, % at 18.7 µM. hit rate 0.46% among 360,000;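 active = every replicate showing at least 50% inhibition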
# * hit, by the source's call; / = not tested or not shown; & = joins results of further samples.
SMILES,ERp5 block,RAD54 branch,CASP6 VEID inh,PglD DTNB,ARNT-TACC3 inh,esBAF inh,E-selectin induc,RAD52 anneal inh
CCCCn1c(N)c(N(CCC)C(=O)C2CCCC2)c(=O)[nH]c1=O,-13,1,-3,0,-3,-1,/,-17
O=C(C1CCC1)N1CCN(S(=O)(=O)c2ccccc2)CC1,-1,5,4,1,-2,-2,0.0,-6
CC(=O)C1(C)CCC2C3C=C(C)C4=CC(=O)CCC4(C)C3CCC21C (centres undefined),0,/,-1,/,3,/,-0.4,-2
CC1(C#N)c2ccccc2C(Br)=CN1C(=O)c1ccccc1 (centres undefined),6,6,2,-1,-2,6,0.2,-13
CCOc1ccc(-c2n[nH]c(C)c2Oc2ccccc2OC)c(O)c1,/,-12,/,-2,9,-2,/,/
C[C@@H]1CCCCO[C@H](CN(C)Cc2ccc3c(c2)OCO3)[C@@H](C)CN([C@@H](C)CO)C(=O)c2cc(NC(=O)Nc3ccccc3)ccc2O1,3,3,2,2,25,-1,0.2,35
CC(=O)c1ccc(NC(=O)C2CCN(S(=O)(=O)c3cccc4nonc34)CC2)cc1,2,-10,-1,6,-3,5,/,-10
CCCCSc1nnc(-c2ccccc2N)c(=O)[nH]1,4,7,-5,-3,-1,97*,/,-42
C/C=C\C=C/C(=O)Nc1cccc(C2=NOC3(C2)C[C@H](C(N)=O)N(C(=O)c2ccc(OC)cc2)C3)c1 (some centres undefined),-3,-3,4,-2,0,-4,0.2,-31
CCOc1ccc(NC(=O)CN2CCN(C3c4ccccc4-c4ccccc43)CC2)cc1,/,4,/,18,1,1,/,/
C[C@H]1CN([C@@H](C)CO)C(=O)Cc2cc(NS(=O)(=O)c3cccs3)ccc2O[C@@H]1CN(C)CC1CCCCC1,-5,-13,0,4,2,-11,-0.2,18
Cc1ccc(S(=O)(=O)N[C@H]2C=C[C@H](CC(=O)NC3CCCCC3)O[C@@H]2CO)cc1,5,14,-1,-3,5,-2,-0.3,2
CCOc1ccc(N=C2NC(=O)SC2CC(=O)OC)cc1 (centres undefined),4,/,0,/,-2,/,/,-10
Cc1noc(C)c1NC(=O)Nc1ccc2c(c1)C(=O)N(C)[C@H]1CC[C@H](CC(=O)NCc3ccc(Cl)cc3)O[C@@H]1CO2,-1,-1,-1,-1,-12,-5,0.0,25
CC(C)CNS(=O)(=O)c1ccc(CCC(=O)N2CCN(Cc3ccccc3)CC2)cc1,/,-10,/,-2,-1,9,/,/
CCOC(=O)C1CCCN(C(=O)c2cc(S(=O)(=O)N3CCCCC3)ccc2C)C1 (centres undefined),1,/,-1,-2,2,-9,0.2,-14
COc1ccc(C(=O)NC(=S)NCc2cccnc2)cc1OC,-7,-14,1,3,-4,-4,-2.1,-20
COc1cc(NC(=O)CCc2nnc3ccc(N4CCC5(CC4)OCCO5)nn23)cc(OC)c1,-2,-2,5,-5,-5,-1,/,0
COc1ncc(-c2ccc(N3C(c4ccsc4)=Cc4ccccc4C3CC(C)=O)cc2)cn1 (centres undefined),-8,/,-4,/,/,/,0.0,-5
CCOc1ccc(NS(=O)(=O)c2ccc(OCC(=O)NCc3ccncc3)cc2)cc1,1,2,2,-4,1,/,0.6,-6
CCOc1ccccc1/C=C(/C#N)C(N)=O,1,6,0,-7,5,0,0.2,1
CN(C)C(=O)CSc1nnc(Cc2ccc([N+](=O)[O-])cc2)o1,/,-5,/,6,-31,0,/,/
CC(Oc1ccc(F)cc1)C(=O)Nc1cc(S(=O)(=O)N2CCCCC2)ccc1N1CCN(C)CC1 (centres undefined),-3,-4,1,2,16,-8,/,-3
CCC(Oc1ccccc1)C(=O)Nc1ccc(S(=O)(=O)Nc2cnc3ccccc3n2)cc1 (centres undefined),/,-3,/,1,5,1,/,/
Cc1ccc(-c2nc(N/N=C/c3cccc([N+](=O)[O-])c3)c3ccccc3n2)cc1,/,2,/,-4,3,24,/,/

# Complete entries, looked up by structure.
# COc1cc(NC(=O)CCc2nnc3ccc(N4CCC5(CC4)OCCO5)nn23)cc(OC)c1 is entered as ERp5 block: -2; RAD54 branch: -2; CASP6 VEID inh: 5; PglD DTNB: -5; ARNT-TACC3 inh: -5; esBAF inh: -1; E-selectin induc: /; RAD52 anneal inh: 0
# CCOc1ccc(-c2n[nH]c(C)c2Oc2ccccc2OC)c(O)c1 is entered as ERp5 block: /; RAD54 branch: -12; CASP6 VEID inh: /; PglD DTNB: -2; ARNT-TACC3 inh: 9; esBAF inh: -2; E-selectin induc: /; RAD52 anneal inh: /
# CC(=O)C1(C)CCC2C3C=C(C)C4=CC(=O)CCC4(C)C3CCC21C (centres undefined) is entered as ERp5 block: 0; RAD54 branch: /; CASP6 VEID inh: -1; PglD DTNB: /; ARNT-TACC3 inh: 3; esBAF inh: /; E-selectin induc: -0.4; RAD52 anneal inh: -2

# Arranged by value in CASP6 VEID inh (smallest number first): some entries from above
mol	ERp5 block	CASP6 VEID inh	PglD DTNB	ARNT-TACC3 inh	esBAF inh	RAD52 anneal inh
CCOC(=O)C1CCCN(C(=O)c2cc(S(=O)(=O)N3CCCCC3)ccc2C)C1 (centres undefined)	1	-1	-2	2	-9	-14
C[C@H]1CN([C@@H](C)CO)C(=O)Cc2cc(NS(=O)(=O)c3cccs3)ccc2O[C@@H]1CN(C)CC1CCCCC1	-5	0	4	2	-11	18
COc1ccc(C(=O)NC(=S)NCc2cccnc2)cc1OC	-7	1	3	-4	-4	-20
C/C=C\C=C/C(=O)Nc1cccc(C2=NOC3(C2)C[C@H](C(N)=O)N(C(=O)c2ccc(OC)cc2)C3)c1 (some centres undefined)	-3	4	-2	0	-4	-31

# New compounds follow
SMILES,ERp5 block,RAD54 branch,CASP6 VEID inh,PglD DTNB,ARNT-TACC3 inh,esBAF inh,E-selectin induc,RAD52 anneal inh
N#Cc1cccc(NC(=O)COC(=O)C2CCC2)c1,3,1,3,1,-1,-1,-0.3,-12
Cc1nc(N2CCN(C(=O)c3cccs3)CC2)c2c3c(sc2n1)CCCC3,2,-1,7,-2,4,5,/,-25
COC(=O)c1sccc1NC(=O)c1ccoc1C,-7,-9,-1,-2,-21,-8,/,-2
C[C@H](CO)N1C[C@H](C)[C@@H](CN(C)C(=O)Nc2cccc3ccccc23)Oc2ccc(NC(=O)C3CC3)cc2C1=O,3,4,6,0,-15,0,0.0,-3
CC1(c2ccccc2)C(C#N)C(=O)NC(=O)C1C#N (centres undefined),-6,-3,0,8,-10,-5,0.0,1
COC(=O)c1sc(NC(=O)c2ccncc2)nc1C,0,3,-2,-2,-5,9,/,-9
Cc1ccc(S(=O)(=O)NCC(=O)OCc2cc(=O)oc3c(C)c(C)ccc23)cc1C,6,-9,0,-5,-3,0,0.7,-23
N#Cc1cccc(C(=O)Nc2cc(S(=O)(=O)N3CCOCC3)ccc2N2CCCC2)c1,1,1,-5,-4,35,-10,0.0,-22
CN(C)CC/C=C1/c2ccccc2Sc2c(O)cc(Cl)cc21,/,-10,/,-2,20,13,/,/
Cc1ccc2c(c1)N(Cc1cccc(C#N)c1)C=NS2(=O)=O,-1,-6,-2,-2,-1,-2,-0.1,-9
CCc1ccc(N(CC(=O)NC(C)(C)C)C(=O)CNC(=O)c2cccs2)cc1,0,4,-4,-2,-1,0,0.1,-8
C[C@@H]1CN([C@H](C)CO)C(=O)c2cc(NC(=O)Nc3ccc(C(F)(F)F)cc3)ccc2O[C@H]1CN(C)S(=O)(=O)c1ccccc1,6,-10,1,2,-1,-24,-1.5&0.2,-78
C[C@H](CO)N1C[C@H](C)[C@H](CN(C)Cc2ccncc2)Oc2ccc(NC(=O)Cc3cn(C)c4ccccc34)cc2CC1=O,2,4,0,5,-3,0,/,3
COc1ccccc1C#Cc1ccc([C@H]2[C@H]3CN(C(=O)C4CCC4)CCCCN3[C@H]2CO)cc1,/,-1,/,2,5,1,-0.1,/
O=C(Nc1ccc(Cl)c(C(F)(F)F)c1)C1Cc2c(-c3ccccc3)ccnc2O1 (centres undefined),1,-3,/,10,/,5,-0.1,-6
Cc1ccc(S(=O)(=O)Cc2ccc(C(=O)NCCc3ccccc3)o2)cc1,-9,-2,2,-1,-5,2,/,-6
CCn1c(-c2nonc2NC(=O)c2ccccc2)nc2ccccc21,/,0,/,3,-3,-3,/,/
NC(N)=NC(N)=Nc1cccc(Cl)c1,3,-4,-2,-2,1,0,-0.1,-4
CC(=O)C1=C(C)NC(SCC(N)=O)=C(C#N)C1c1sccc1C (centres undefined),-5,-14,-1,4,-1,4,/,-17
COc1cc(C(=C(CC(=O)O)C(=O)O)c2ccc3c(c2)OCO3)cc(OC)c1OC,-6,/,1,/,-1,/,1.0,-14
COCc1cc(C)nc2sc(C(=O)OC(C)C)c(N)c12,/,-6,/,3,-51,0,/,/
CCOC(=O)[C@]12CCCC=C1N(Cc1ccccc1)C(=O)[C@H](CC(=O)NCC13CC4CC(CC(C4)C1)C3)C2,-1,/,-2,/,/,/,-11,-3
NS(=O)(=O)c1cccc(NC(=O)CSc2nnc(NC3CC3)s2)c1,-1,3,-1,-1,/,-4,0.6,-9
Cc1ccc(C)n1-c1sccc1C(=O)O,/,-12,/,10,-4,-6,/,/
Cc1cnc(C(=O)OCC(=O)Nc2ncc(Cl)cc2Cl)cn1,-1,-10,17,-3,/,2,/,-36
CCCNC(=O)N1CC2(CN(Cc3ccncc3)C2)c2c(n(C)c3cc(OC)ccc23)[C@@H]1CO,-4,/,1,/,/,/,-0.2,16
CCOC(=O)N1CCC(Nc2c(N3CCN(c4cccc(C(F)(F)F)c4)CC3)c(=O)c2=O)CC1,/,-5,/,3,5,-11,/,/
CCn1c(C)cc2c(c1=O)C(c1ccccc1)C(C(=O)OC)=C(N)O2 (centres undefined),/,-3,/,-2,-25,-1,/,/
CC(=O)Nc1ccc(NC(=O)c2cc(-c3ccc(F)cc3C)n[nH]2)cc1,6,-15,-3,-2,/,61*,-0.2,-10

# Copied from the list:
# CASP6 VEID inh, Cc1ccc(S(=O)(=O)Cc2ccc(C(=O)NCCc3ccccc3)o2)cc1 reads 2
# RAD54 branch, CC(=O)C1=C(C)NC(SCC(N)=O)=C(C#N)C1c1sccc1C (centres undefined) reads -14

# An excerpt of these results, bar-delimited.
smiles | ERp5 block | RAD54 branch | CASP6 VEID inh | PglD DTNB | ARNT-TACC3 inh | esBAF inh | E-selectin induc | RAD52 anneal inh
CCn1c(-c2nonc2NC(=O)c2ccccc2)nc2ccccc21 | / | 0 | / | 3 | -3 | -3 | / | /
NC(N)=NC(N)=Nc1cccc(Cl)c1 | 3 | -4 | -2 | -2 | 1 | 0 | -0.1 | -4
